# High-throughput results deposited in PubChem by Sanford-Burnham Center for Chemical Genomics.
# Apaf1 inhib – inhibitors of human Apaf-1 apoptosome, primary screen, biochemical, DEVD-Rh110 fluorescence, uHTS; Apoptotic protease-activating factor 1 (Homo sapiens), O14727; reconstituted apoptosome caspase-3 activity; inhibition, % at 20 µM; 330,000 tested, 0.71% active; AID 489030, 2010; active = inhibition of at least 40% at 20 µM;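 also: plate controls were DMSO wells for no effect and DEVD-CHO caspase inhibitor wells for full effect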
#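 Assay system: Apoptosome proteins | Medium: pH 7.5 Hepes buffer with CHAPS, BSA, DTT | Also added: Cytochrome c and DEVD-Rh110 substrate | Times: 30 min plus 50 min, RT | Detection: Rhodamine 110 fluorescence at Ex 480/Em 540 nm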
# Jurkat NFkB inh – inhibitors of induced NF-kB luciferase reporter, primary screen, TCR NF-kB activation inhibitor project, cell-based, luminescence, uHTS. Jurkat, PMA/ionomycin-induced NF-kB luciferase reporter. inhibition, % at 4 µM. 330,000 tested, 0.53% active. AID 435003, 2010
# UBC13 polyUb – UBC13 polyubiquitin chain formation inhibitors, primary screen, biochemical, TR-FRET, uHTS | Ubiquitin-conjugating enzyme E2 N (Homo sapiens), P61088 | inhibition, % at 20 µM | 330,000 tested, 0.47% active | AID 485273, 2010; in the data active = inhibition above about 45%, passing the limit was not always enough
# Target sequence (P61088 whole entry, looked up): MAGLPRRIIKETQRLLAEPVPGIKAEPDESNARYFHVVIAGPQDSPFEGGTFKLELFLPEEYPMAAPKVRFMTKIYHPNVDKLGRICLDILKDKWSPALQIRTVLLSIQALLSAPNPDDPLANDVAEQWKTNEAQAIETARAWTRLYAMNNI
# Gli-Sufu block – Gli-Sufu pathway antagonists, primary screen, luciferase luminescence, Sufu-KO-LIGHT cells, uHTS | Sufu-KO-LIGHT fibroblasts, Gli luciferase reporter luminescence | inhibition, % at 5 µM | 340,000 tested, 0.74% active;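 active = inhibition above about 55%, limit read from the data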;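 also: 0% = DMSO-treated cells and 100% = wells with medium but no cells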
# SENP8 block – SENP8 protease inhibitors, primary screen, biochemical, luminescence | Sentrin-specific protease 8 (Homo sapiens), Q96LD8 | purified SENP8, Z-RLRGG-aminoluciferin cleavage | inhibition, % at 10 µM | 330,000 tested, 1.2% active
# Target sequence (Q96LD8 whole entry, looked up): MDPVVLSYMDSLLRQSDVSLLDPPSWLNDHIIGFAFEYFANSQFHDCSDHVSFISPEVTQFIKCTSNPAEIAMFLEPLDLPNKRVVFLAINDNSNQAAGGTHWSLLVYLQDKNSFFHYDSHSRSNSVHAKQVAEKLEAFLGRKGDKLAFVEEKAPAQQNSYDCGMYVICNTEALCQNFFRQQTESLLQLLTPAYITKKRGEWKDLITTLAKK
# 697 NFkB inh – inhibitors of PMA/ionomycin-induced NF-kB reporter, 697 cells, primary screen, B-cell NF-kB inhibitor project, cell-based, luminescence, uHTS. 330,000 tested, 0.33% active. inhibition, % at 4 µM. AID 435022, 2010. 697 B-cell NF-kB luciferase reporter, 16 h; in the data active = inhibition above about 35%
# HKDC1 inhibitor – HKDC1 hexokinase inhibitors, primary screen, biochemical, fluorescence, uHTS; Q2TB90; recombinant HKDC1, G6PDH/diaphorase resazurin coupled fluorescence; inhibition, % at 20 µM; 340,000 tested, 0.16% active;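 active = inhibition above about 35% when tested at 20 µM, limit read from the data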;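 also: plate controls were DMSO wells with enzyme for no effect and DMSO wells lacking enzyme for full effect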
#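 Material: recombinant HKDC1 hexokinase; Amount: HKDC1 at 5 µg/mL; Medium: Tris pH 8.0 buffer with MgCl2, Tween-20, BSA, BME; Schedule: 90 min reaction incubation at room temperature, dark; Technique: coupled resazurin fluorescence, excitation 525 nm, emission 613 nm.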
# SENP7 block – SENP7 protease inhibitors, primary screen, biochemical, luminescence, uHTS. Sentrin-specific protease 7 (Homo sapiens), Q9BQF6. recombinant SENP7, Z-RLRGG-aminoluciferin luminescence, 40 min. inhibition, % at 5 µM. 330,000 tested, 1.5% active;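 active = inhibition above about 50% at the single test dose, limit read from the data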;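 also: plate controls were DMSO with enzyme for no effect and no enzyme buffer wells for full effect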
# Target sequence (Q9BQF6 706-1050 limits assumed): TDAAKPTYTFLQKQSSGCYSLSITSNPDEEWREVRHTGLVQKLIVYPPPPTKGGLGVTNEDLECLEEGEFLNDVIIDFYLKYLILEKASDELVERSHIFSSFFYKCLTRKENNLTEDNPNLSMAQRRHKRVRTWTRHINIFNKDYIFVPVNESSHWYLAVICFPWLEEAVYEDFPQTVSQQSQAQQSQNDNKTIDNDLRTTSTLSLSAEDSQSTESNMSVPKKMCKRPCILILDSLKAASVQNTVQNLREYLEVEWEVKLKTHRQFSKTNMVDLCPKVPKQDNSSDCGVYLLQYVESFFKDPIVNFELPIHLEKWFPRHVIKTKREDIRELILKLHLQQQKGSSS
# Starred values were filed as active, the others as inactive; / = no result given. Rule as the data show it, unless noted: active = inhibition above about 50%; inactive = the rest.
SMILES,Apaf1 inhib,Jurkat NFkB inh,UBC13 polyUb,Gli-Sufu block,SENP8 block,697 NFkB inh,HKDC1 inhibitor,SENP7 block
Cc1ccc(C2=C(O)c3ccccc3C(=O)C2=O)cc1,6,13,-37,6,-7,9,15,-2
COC(=O)c1ccc2c(c1)nc(C)n2CCO,-2,-7,0,5,-13,-8,1,-5
COc1ccc(/C=C/C(=O)Oc2ccc(/C=N\NC(=O)c3ccc(F)cc3)cc2)cc1,-9,3,-22,-11,-19,-26,-10,-8
C=CCn1c(NCc2ccccc2OC)nc2ccccc21,-13,-5,8,-42,-1,-1,2,1
CCSc1nnc(NC(=O)CSc2nnc(Cc3cccn3C)n2CCc2ccccc2)s1,-9,10,1,3,2,30,-7,-5
CCOC(=O)Nc1ccc(C)cc1C,-12,-8,1,1,-3,19,-5,-1
CCC(=O)OCc1c(C(F)(F)F)nn(C)c1Sc1ccc(F)cc1,9,-1,-20,16,-3,-31,4,-5
O=Cc1c(NCCCN2CCCC2=O)c2ccccc2[nH]c1=O,-9,-6,5,13,1,4,1,1
CCOc1cccc2sc(N(CCN(CC)CC)C(=O)c3cccc([N+](=O)[O-])c3)nc12,-20,14,7,3,1,2,-6,-1
Cc1ccc(S(=O)(=O)N2CCOCC2)cc1NC(=O)COC(=O)Cc1ccc(Cl)cc1,20,-11,2,0,-7,-19,-4,7
COc1ccc(OC)c(NC(=O)Cc2coc3ccc(C)cc23)c1,-14,23,35,-21,1,2,2,-6
CCOC(=O)c1ccc(Oc2nc(OC)cc(OC)n2)cc1,-6,-6,-4,-2,-12,-6,-7,-4
CCCOc1ccc(C(=O)NCCO)cc1,13,-11,-16,-1,-2,4,-4,-6
COC(=O)c1scc(C)c1N/N=C(\C)c1ccc(F)cc1,3,6,14,-13,-2,15,1,5
COc1ccccc1/C=N/Nc1nc(C)c(C(C)=O)s1,10,-72,-2,-57,-22,-84,-5,-9
Cc1ccc(C(=O)N2CCN(c3ccccc3O)CC2)cc1S(=O)(=O)N1CCCCC1,10,-15,-10,13,5,-19,4,7
CCc1ccccc1NC(=O)c1sc2nc(C)cc(C)c2c1N,-11,-4,7,-6,16,5,4,2
Cc1ccc(-n2c(=O)cc(N3CCCCCC3)[nH]c2=O)cc1,2,9,2,3,-6,-4,1,6
Cc1cc(C(=O)N/N=C/C=C/c2ccccc2)n[nH]1,-4,-10,-12,-8,-3,-7,-5,-4
Cn1c(SCC(=O)NC2CCS(=O)(=O)C2)nnc1-c1ccco1 (stereo not given),3,4,-4,3,2,0,1,12
O=C(O)c1ccccc1C(=O)Nc1ccc(S(=O)(=O)Nc2ccc(F)cc2)cc1,1,6,-6,3,-1,13,-4,-7
COc1ccc2c(c1)nc(SCC(=O)c1ccc(Br)s1)n2C,-9,10,4,1,3,11,-3,-5
CCOC(=O)c1oc2ccccc2c1NC(=O)COc1cccc(OC)c1,-7,-7,-2,-9,-3,-10,-13,-2
CC12CC(NC(=O)N1c1cccc(C(=O)Nc3ncn[nH]3)c1)c1ccccc1O2 (stereo not given),-5,-8,2,3,6,8,3,-3
CCCCCCC(=O)Nc1c(O)c2ccccc2[nH]c1=O,-4,6,0,8,7,2,-7,9

# Next section.
SMILES,Apaf1 inhib,Jurkat NFkB inh,UBC13 polyUb,Gli-Sufu block,SENP8 block,697 NFkB inh,HKDC1 inhibitor,SENP7 block
COc1ccc(NC(=O)c2nn(C)c(=O)c3ccccc23)cc1S(=O)(=O)Nc1ccccc1Cl,0,12,6,12,6,15,-2,-4
CSc1nc(N)nc2c1ncn2CC(=O)N[C@H](C)c1cccc2ccccc12,-4,-5,16,0,-1,-2,-55,5
C=CC[C@H](CC(=O)N(CCO)Cc1ccccc1)C(=O)N[C@H](COC(=O)[C@@H](CC=C)Cc1ccc(F)cc1)C(C)(C)C,27,7,1,-2,0,-32,0,-10
CC1CCN(S(=O)(=O)c2nnc(NC(=O)c3cccc(Cl)c3)s2)CC1,11,-3,2,19,-11,7,7,-9
COc1ccc(C)c2sc(N3CCCC3)nc12,6,-2,-2,2,-2,-8,6,-8
Cc1ccc(-c2ccc(/C=N/N3C(=O)C4C5C=CC(C6CC56)C4C3=O)o2)c([N+](=O)[O-])c1 (stereo not given),9,1,-16,-5,6,2,11,4
CC1(C)C2CCC1(C)C(OC(=O)c1ccc(O)cc1)C2 (stereo not given),2,0,4,-4,-3,-2,8,-4
O=C(NCCSc1ccc(Br)cc1)c1ccccc1,8,-1,0,-8,0,9,-6,3
COC(=O)C1CCN(C(=O)c2ccccc2Oc2ccccc2)CC1,-10,2,6,1,-2,9,-11,6
CCOc1ccc(-c2csc(NC(=O)C3CCCO3)n2)cc1 (stereo not given),-4,-17,1,-22,-7,-9,-5,-4
O=C(Nc1ccccc1Br)c1c(F)cccc1Cl,8,-3,-19,2,-12,3,-7,-8
COc1ccc(C(=O)Nc2ccc(N3CCN(c4ccc(OC)cc4)CC3)c(C#N)c2)cc1,1,-11,-10,1,-10,8,-1,-5
CCN1CCN(C(=O)C(C)N(c2ccc(C)cc2)S(C)(=O)=O)CC1 (stereo not given),-13,0,7,2,-4,-4,6,-8
COc1ccc(-c2noc(CCCOc3ccccc3)n2)cc1OC,14,-3,4,5,-7,-4,-1,0
O=C(NC1=NCCS1)C1CC(=O)N(c2ccc(Cl)cc2)C1 (stereo not given),4,4,-14,1,-8,7,-7,-5
CN(C)C(=O)CCc1ccc2c3c([nH]c2c1)[C@]1(CCC2CCCC2)[C@@H](C(=O)N2CCOCC2)C[C@H](CC(=O)NCCN2CCOCC2)C(=O)N1CC3,13,/,/,-4,/,9,-7,-7
O=C(Nc1cccc(-c2cn3ccccc3n2)c1)c1cccs1,10,-20,-2,-17,-6,-51,-13,8
CCOC(=O)c1c(-c2cccc([N+](=O)[O-])c2)csc1NC(=O)C1CC1,11,-13,-6,6,-5,5,9,-10
C[C@H]1C=C(C(=O)O)O[C@@H](OCc2ccc(CO)cc2)C1,-8,13,-2,-10,1,10,3,3
CC(C)(C)NC(NC(=O)Cc1ccccc1)C(Cl)(Cl)Cl (stereo not given),2,-12,-4,1,-13,1,-5,-11
CCOc1ccc(Nc2ncnc(N)n2)cc1,-1,-11,4,-4,5,-6,-5,12
CC1CCN(C(c2ccc(N(C)C)cc2)c2nnnn2Cc2ccccc2)CC1 (stereo not given),18,-11,0,-5,-2,-8,5,2
Cc1ccccc1C(=O)Nc1ccc(-c2nnc(SC(C)C(=O)O)n2C)cc1 (stereo not given),-16,-1,17,-2,-4,7,-6,-11
COc1cc(Oc2ccccc2)nc(N)n1,1,-8,5,4,1,13,-4,6
C=C[C@H](CC(C)C)N(Cc1ccccc1)S(=O)(=O)N(Cc1ccccc1)[C@@H](C=C)CC(C)C,14,9,-8,12,6,4,1,5

# (next part)
SMILES,Apaf1 inhib,Jurkat NFkB inh,UBC13 polyUb,Gli-Sufu block,SENP8 block,697 NFkB inh,HKDC1 inhibitor,SENP7 block
CCCC(CCC(=O)Nc1ccc(C(=O)OCC)cc1)C(=O)O (stereo not given),-10,17,9,6,5,-13,-8,0
CCCn1c(N2CCN(Cc3ccc(Cl)cc3)CC2)nc2ccccc21,20,2,10,41,4,2,-7,6
CCCCN(C(=O)c1ccc(Cl)c(S(=O)(=O)N2CCOCC2)c1)c1c(N)n(CCC)c(=O)[nH]c1=O,-2,-7,-2,7,4,15,-5,2
Cc1ccc(NC(=O)C2CCCN2C(=O)Oc2ccccc2)cc1 (stereo not given),-16,15,6,-5,2,4,-2,0
O=S(=O)(Nc1ccc(Cl)cn1)c1ccc2c(c1)OCCO2,15,-11,-9,-4,8,3,-2,-3
O=C(NC1=C(Nc2ccc(Cl)cc2)C(=O)c2ccccc2C1=O)c1ccccc1,54*,6,-136,19,11,14,5,13
Cn1cc(Br)c(C(=O)Nc2sc3c(c2C#N)CCC3)n1,-15,1,12,-3,-9,13,-5,6
CCOC(=O)c1c(C)[nH]c(C(=O)COc2ccc3ccc(=O)oc3c2)c1C,-1,0,5,3,1,6,-2,-5
CCCc1[nH]n(-c2ccc([N+](=O)[O-])cc2)c(=O)c1C(C)=NCc1ccncc1,6,-11,-13,6,-8,6,-4,-10
COc1ccc(CCCc2n[nH]c(=S)o2)cc1C,-10,-26,-16,-3,-7,5,-2,-2
CCc1nnc(NC(=O)CSc2nnc(CNc3ccc(C)cc3)n2C)s1,-10,-2,0,-8,-1,20,-11,0
Cc1nn(C)cc1-c1cc(C(=O)O)c2ccccc2n1,-9,-11,14,-6,-10,13,-8,-10
CC1CCN(CC(C)OC(=O)c2ccc3c(c2)OCCO3)CC1 (stereo not given),-4,-18,25,-3,3,13,0,-3
CC1CCCC(NC(=O)CCCn2c(=O)[nH]c3cc(Cl)ccc3c2=O)C1C (stereo not given),12,6,4,-3,-1,-6,0,2
OCCSc1nc(-c2ccccc2)nc2ccc(F)cc12,9,-14,10,-2,-9,-14,-3,6
Cc1ccc(C(=O)O/N=C/C2=C(Cl)c3ccccc3CC2)cc1,14,5,-7,5,-21,12,0,-1
Nc1cccn2c(-c3ccc(Cl)c(Cl)c3)cnc12,37,0,-20,-99,4,-104,7,6
CCC(CC)CN1C(N(C)C)=NC[C@@H]1CC(C)C,-1,3,6,56*,2,5,2,-2
O=C(O)CC1(CC(=O)N2CCOCC2)CCCC1,0,10,1,-6,8,13,-6,-6
CCC(=O)Nc1nnc(-c2cccs2)s1,-3,-15,11,-15,-4,-30,16,1
C=CCc1ccc2oc(C(=O)OCC)cc(=O)c2c1O,-6,-3,1,0,26,1,0,5
Cc1cc(S(=O)(=O)Nc2ccc(C(=O)NCC3(N(C)C)CCCCC3)cc2)ccc1F,3,-9,0,10,-11,-11,-3,-14
C=CCN1CCN(c2ccncc2S(=O)(=O)N2CCOCC2)CC1,-7,15,-2,-5,10,22,-2,-1
COc1ccc(C2c3ccsc3CCN2C(=O)C(C)(C)C)cc1 (stereo not given),-3,-3,6,9,8,14,3,2
COc1ccc(/C=N/NC(=O)Nc2nonc2N)cc1,1,-27,10,-50,-7,-17,-9,3
CC(=O)N1CCN(C(=O)c2ccc(Cl)c(NC(=O)c3cccs3)c2)CC1,-3,-2,0,-14,3,4,-6,-2
CNc1ncnc2c1ncn2[C@@H]1O[C@H](CO)[C@@H](O)[C@H]1O,-8,19,0,-3,-3,18,3,3
CCOc1cccc(OCCOCCOc2ccccc2C(C)=O)c1,6,2,1,0,-5,-5,-5,-3
COC(=O)[C@@H]1CCCN1C(=O)c1ccc(OC2CCN(Cc3ccccn3)CC2)cc1,-3,-3,-5,-6,-12,4,-5,-8

# A second format for part of the listing above.
SMILES | Apaf1 inhib | Jurkat NFkB inh | UBC13 polyUb | Gli-Sufu block | SENP8 block | 697 NFkB inh | HKDC1 inhibitor | SENP7 block
CCCCN(C(=O)c1ccc(Cl)c(S(=O)(=O)N2CCOCC2)c1)c1c(N)n(CCC)c(=O)[nH]c1=O | -2 | -7 | -2 | 7 | 4 | 15 | -5 | 2
Cc1nn(C)cc1-c1cc(C(=O)O)c2ccccc2n1 | -9 | -11 | 14 | -6 | -10 | 13 | -8 | -10
CCC(=O)Nc1nnc(-c2cccs2)s1 | -3 | -15 | 11 | -15 | -4 | -30 | 16 | 1
CCCc1[nH]n(-c2ccc([N+](=O)[O-])cc2)c(=O)c1C(C)=NCc1ccncc1 | 6 | -11 | -13 | 6 | -8 | 6 | -4 | -10
CCOC(=O)c1c(C)[nH]c(C(=O)COc2ccc3ccc(=O)oc3c2)c1C | -1 | 0 | 5 | 3 | 1 | 6 | -2 | -5
COc1ccc(C2c3ccsc3CCN2C(=O)C(C)(C)C)cc1 (stereo not given) | -3 | -3 | 6 | 9 | 8 | 14 | 3 | 2
